Assay outcomes (PubChem BioAssay)
FLuc stim CS: firefly luciferase counter-screen for stimulation assays | P08659 | activation factor at 10 µM | ATPlite luciferase biochemical, luminescence, 10 min; 0 = ATP-free wells, 1 = DMSO control | 200,000 tested, under 10 active;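 active = luciferase activation factor, scaled between plate controls, of at least 2 with compound at 10 µM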
Target sequence (P08659 whole entry, looked up): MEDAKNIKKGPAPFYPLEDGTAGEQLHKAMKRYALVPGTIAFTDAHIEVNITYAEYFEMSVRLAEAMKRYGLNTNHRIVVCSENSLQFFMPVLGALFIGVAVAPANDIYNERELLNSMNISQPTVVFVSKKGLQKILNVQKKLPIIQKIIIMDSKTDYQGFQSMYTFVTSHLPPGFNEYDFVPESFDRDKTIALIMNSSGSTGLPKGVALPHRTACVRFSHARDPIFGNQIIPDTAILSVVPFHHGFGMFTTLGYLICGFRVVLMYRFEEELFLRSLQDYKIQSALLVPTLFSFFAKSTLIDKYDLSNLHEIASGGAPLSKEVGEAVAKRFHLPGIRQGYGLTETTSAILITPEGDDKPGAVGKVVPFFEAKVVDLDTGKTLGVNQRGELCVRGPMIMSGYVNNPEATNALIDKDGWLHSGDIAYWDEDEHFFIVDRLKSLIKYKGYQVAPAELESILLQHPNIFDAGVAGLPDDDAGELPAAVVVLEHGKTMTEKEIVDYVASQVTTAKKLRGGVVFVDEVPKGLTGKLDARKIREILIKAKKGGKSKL
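System: luciferase plus luciferin reagent, cell-free; medium: PBS as buffer for the ATP substrate; dosing: test compounds dosed from 2 mM stocks in 100% DMSO; timing: 10 min post-reagent at room temperature; measured by: luminescence measurement of luciferase light output; evaluation: luciferase activation, seen as luminescence increase over controls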
FLuc inhib CS: Photinus pyralis luciferase inhibition counter-screen; ATPLite firefly luciferase biochemical luminescence, 10 min; inhibition, % at 10 µM; 1.5% of 200,000 active; AID 1006;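 active = inhibition above about 50% when tested at 10 µM, limit read from the data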
NF-kB neuron act: raises NF-kB expression in human neuronal cells | NF-kB reporter expression; hits give high values | fold change at 12.5 µM | 1.6% of 190,000 active | AID 1239; in the data active = fold change above about 3.3
STAT1 activator: STAT1 signaling activation | AID 932 | activation (% of control), % at 5.5 µM | NIH 3T3 STAT1-luciferase reporter, IFN-gamma, luminescence; 100% = IFN-gamma alone, no compound | 2.6% of 200,000 active;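 active = activation above the screen-wide mean activation plus 3 SD, cut at about 130% in these data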;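 note: raw ratio to IFN-gamma control signal so 100% means no change and 0% no light; values of inactives mirror those of a sister screen read the other way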
APP 5UTR inh: APP translation inhibition; 0.82% of 190,000 active; SH-SY5Y APP 5'UTR-luciferase reporter, luminescence; inhibition, % at 2 µM;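 active = inhibition above a set limit, derived from the sample mean plus 3 SD, cut at about 45% in these data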; note: values of inactives mirror those of a sister screen read the other way
Hsp70 activator: Hsp70 transcriptional activation, primary screen. activation, % at 10 µM. HeLa Hsp70 promoter luciferase reporter, luminescence; scaled: vehicle 0, proteasome-inhibitor control 100%. AID 1203. 0.04% of 200,000 active;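 active = activation above the mean across all tested compounds plus 3 SD, cutoff set per campaign, cut at about 5.5% in these data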;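 note: 100% = MG132 at 30 µM as the positive control and 0% = DMSO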
APP 5'UTR act: APP 5'UTR luciferase reporter activation | SH-SY5Y APP 5'UTR luciferase reporter, luminescence; zero percent = DMSO vehicle wells | activation, % at 2 µM | 1% of 190,000 active | AID 1276;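 active = activation above a set limit, based on mean plus 3 SD of controls, cut at about 140% in these data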; note: values of inactives mirror those of a sister screen read the other way
Redox H2O2 prof: compounds producing H2O2 with reducing agent – biochemical, NIH compound library profiling, artefact control for MLSCN library redox annotation, primary screen | activation, % at 10 µM | DTT-dependent redox cycling H2O2, phenol red/HRP absorbance; 100% = 100 µM peroxide control, 0% = buffer | 0.03% of 200,000 active;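 active = activation of at least 50% relative to the plate's high and low controls in the primary single-dose screen; inactive = activation below 50%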;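 note: compound incubated with DTT at 0.8 mM final as the reducing agent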
HMGR II inh: E. faecalis class II HMG-CoA reductase inhibition; purified E. faecalis HMGR, NADPH absorbance 340 nm kinetic; inhibition, % at 10 µM; 0.41% of 190,000 active; AID 1066;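 active = inhibition above a set limit, the median over all tested compounds plus 3 SD, cut at about 9.5% in these data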;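 note: enzyme runs in reverse so mevalonate oxidation gives rising NADPH absorbance; 0% = complete reaction with DMSO and 100% = background rate lacking mevalonate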
G6PDH CS: counter-screen for G6PDH assay hits: L. mesenteroides G6PDH inhibition; inhibition, % at 5 µM; Purified L. mesenteroides G6PDH, diaphorase/resazurin coupled fluorescence, 45 min; 0.12% of 200,000 active; in the data active = inhibition above about 50%
Numbers without * were called inactive; / = no result given. Compounds were not picked by outcome, and some 5.3% of all compounds hit somewhere here.

SMILES	FLuc stim CS	FLuc inhib CS	NF-kB neuron act	STAT1 activator	APP 5UTR inh	Hsp70 activator	APP 5'UTR act	Redox H2O2 prof	HMGR II inh	G6PDH CS
C/C(=N\NC(=O)COc1ccc(C)cc1[N+](=O)[O-])c1cccs1	1	3	1.5	105	-3	0.0	3	-0.3	-3	1
COc1ccc(C2C(C(=O)Nc3ccccc3OC)=C(C)Nc3ncnn32)cc1 (stereo unspecified)	1.1	-10	0.85	102	22	-0.2	-22	-0.6	-5	-2
Cn1c(=O)n(C)c2cc(NS(=O)(=O)c3ccc(C(C)(C)C)cc3)ccc21	1	-2	0.71	85	0	-0.2	0	-0.7	-4	4
O=C(/C=C/c1ccc(N2CCCCC2)c([N+](=O)[O-])c1)c1ccc(S(=O)(=O)N2CCCC2)cc1	1	-1	1.1	97	6	-0.2	-6	-0.3	-4	8
CN1CCN(c2ccc(NS(=O)(=O)c3ccc(Cl)cc3)cn2)CC1	1	-3	0.92	102	-11	-0.2	11	0.0	-3	-2
CC1CCN(CCc2nc3cc(NS(=O)(=O)c4ccc(F)cc4)ccc3n2C)CC1	1	-2	1	94	-16	-0.2	16	1.9	0	-19
CCOC(=O)c1cnc(-n2nc(C)cc2C)nc1NC	0.8	20	1.4	111	-9	0.3	9	1.6	0	12
O=C(Nc1ccccc1)C1=C[C@@H](c2ccc(Br)cc2)C[C@@H](OCCCCO)O1	1	0	1.5	129*	-21	0.1	21	-1.2	-4	6
CCOC(=O)c1nn(-c2ccccc2)c(C(=O)OCC)c1N	1	1	1.4	98	-7	0.2	7	-3.1	-2	-3
CN1CCN(C(=O)Nc2ccc3c(c2)N(C)C(=O)c2ccccc2S3)CC1	1	-4	1.3	91	13	-0.5	-13	0.1	-6	1
O=C1NC(c2ccccc2)=NC1(NS(=O)(=O)c1ccccc1)C(F)(F)F (stereo unspecified)	1	-2	1.1	104	2	0.3	-2	0.9	-3	2
O=C(COC(=O)c1ccccc1C(=O)c1ccc(Cl)cc1)NCc1ccccc1	1	-4	0.85	99	5	-0.1	-5	0.6	-10	-13
O=C(Nc1cccc(O)c1)c1cccc(S(=O)(=O)N2CCCC2)c1	1	-2	1.1	96	-3	0.1	3	0.2	0	-2
Fc1cccc(NC(=S)NCc2ccc(Cl)cc2)c1	1	-3	0.9	103	-2	-0.1	2	0.3	-10	5
COC(=O)C1=C(C)N(CC2CC2)C(=O)N[C@H]1c1ccc(Br)cc1	1.1	-9	1.1	107	8	-0.3	-9	0.8	-3	20
CCc1nn(-c2ccccc2)c(=S)c2ccccc12	1.1	-6	1.1	96	-11	0.0	11	-2.3	-7	12
CC(=O)Nc1ccc2c(c1)C(=O)N(C1CCCCC1)C2=O	1	-4	1.3	110	-5	0.2	5	-0.3	2	-2
COc1ccc(NC(=S)N2CCN(c3ncccn3)CC2)cc1	1	-2	1.2	96	8	-0.1	-8	0.3	-1	4
COc1cccc(/C=N/NC(=O)c2cc3cc([N+](=O)[O-])ccc3s2)c1O	1	5	1.1	108	51*	-0.1	-51	0.3	0	-20
O=C(NCc1ccccc1)NCC12CC3CC(CC(C3)C1)C2	1	1	/	112	-1	-0.1	1	-0.3	-7	-8

Next part; it opens with the six that closed the last part.
SMILES	FLuc stim CS	FLuc inhib CS	NF-kB neuron act	STAT1 activator	APP 5UTR inh	Hsp70 activator	APP 5'UTR act	Redox H2O2 prof	HMGR II inh	G6PDH CS
COC(=O)C1=C(C)N(CC2CC2)C(=O)N[C@H]1c1ccc(Br)cc1	1.1	-9	1.1	107	8	-0.3	-9	0.8	-3	20
CCc1nn(-c2ccccc2)c(=S)c2ccccc12	1.1	-6	1.1	96	-11	0.0	11	-2.3	-7	12
CC(=O)Nc1ccc2c(c1)C(=O)N(C1CCCCC1)C2=O	1	-4	1.3	110	-5	0.2	5	-0.3	2	-2
COc1ccc(NC(=S)N2CCN(c3ncccn3)CC2)cc1	1	-2	1.2	96	8	-0.1	-8	0.3	-1	4
COc1cccc(/C=N/NC(=O)c2cc3cc([N+](=O)[O-])ccc3s2)c1O	1	5	1.1	108	51*	-0.1	-51	0.3	0	-20
O=C(NCc1ccccc1)NCC12CC3CC(CC(C3)C1)C2	1	1	/	112	-1	-0.1	1	-0.3	-7	-8
COc1cc(/C=C2\SC(=S)N(Nc3ncc(C(F)(F)F)cc3Cl)C2=O)ccc1O	0.9	5	1.1	105	-2	-0.2	2	0.2	-1	4
CCCCCCOc1ccc(N2C(=O)CC(N3CCN(CCN=CC4C(=O)CC(C)(C)CC4=O)CC3)C2=O)cc1 (stereo unspecified)	1.1	-8	0.89	94	-1	-0.1	1	-0.1	-2	4
C/C(=N\N1C(=O)c2ccccc2NC1c1ccco1)c1ccccc1O (stereo unspecified)	1	2	6.6*	117	-56	-0.2	56	-0.2	-4	8
COc1cccc(C(C(=O)NC(C)(C)C)N(C(=O)CCC(=O)Nc2cc(C)on2)C(C)C)c1OC (stereo unspecified)	1	-1	1	100	-8	-0.3	8	-1.0	2	5
CN1CCN(C2=CC(=O)OC23CCCCC3)CC1	1.1	-6	1	102	11	-0.5	-11	0.4	-2	3
O=C(N/N=C/c1cccnc1)C1CCCCC1	1	-1	1.4	105	-19	0.1	19	-0.1	2	6
Cc1ccccc1CC1(CO)CCCN(C(=O)CCC(=O)c2ccccc2)C1 (stereo unspecified)	1.1	-8	1.4	106	-4	-0.1	4	-0.8	-5	16
C/C(=N\NC(=O)C1CCCN(S(=O)(=O)c2ccccc2)C1)c1ccccn1 (stereo unspecified)	1	-4	1.3	102	46*	0.0	-46	-1.2	5	2
O=C(O)C1C2CCC(O2)C1C(=O)Nc1cccc(F)c1 (stereo unspecified)	1	4	1.1	95	3	0.3	-3	0.2	2	2
C/C(Cn1nc([N+](=O)[O-])cc1C)=N\NC(=O)c1cccc(Br)c1	1	0	1	100	-30	0.5	30	-3.3	4	7
COc1ccc(CCn2c(C)nc3c(c(=O)c4ccccc4n3C)c2=O)cc1	1	0	1.8	117	1	-0.1	-1	-0.5	-2	-1
Cc1cc(C2C(=O)CC(=O)CC2c2ccccc2)on1 (stereo unspecified)	1	-5	0.95	95	18	-0.3	-18	2.5	2	6
O=S(=O)(c1ccccc1)N1CC=C(c2ccccc2)CC1	1	0	0.97	91	-9	-0.2	9	-1.6	-8	2
O=C(c1noc2c1CCc1ccccc1-2)N1CCCc2ccccc21	1.1	-6	1.2	101	-13	-0.1	13	-2.8	4	3
CCOc1ccc(NC(=S)Nc2cc(OC)c(Cl)cc2OC)cc1	1	-3	1	94	4	-0.2	-4	-0.5	-5	9
CCOc1cc(/C=C2/SC(=S)N(C)C2=O)ccc1Oc1ccc([N+](=O)[O-])cc1[N+](=O)[O-]	1.1	-5	1	99	2	0.0	-2	0.5	-2	-4
CN1C2C=C3C(C#N)=C(N)C(C#N)(C#N)[C@H](c4c(F)cccc4F)[C@H]3C1CC2 (stereo partly specified)	1	-4	1.3	100	47*	-0.4	-47	1.8	-6	6
O=C(Nc1ccc(-c2nc3ccccc3o2)c(O)c1)c1cc(-n2cnnc2)ccc1Cl	1	-3	1.1	90	10	-0.4	-10	-0.1	-5	2
Cc1nc2scc(-c3cccs3)c2c(=O)[nH]1	1.1	-6	1.3	105	-16	-0.1	15	-1.1	-1	1
CC1=C(C(=O)N2CCOCC2)C(c2ccc(OC(F)F)cc2)NC(=S)N1c1ccccc1 (stereo unspecified)	1.1	-9	1.3	99	12	0.1	-13	-1.1	2	0
O=C(CCc1ccc(S(=O)(=O)NC2CCCCC2)cc1)NCc1ccc(Cl)cc1	1.1	-6	1.1	97	1	-0.2	-1	0.2	1	-1
COc1cc(C2N(c3ccccc3)CCN2c2ccccc2)cc(OC)c1OC	1	-2	1.6	106	-7	-0.4	7	1.7	-3	6
CCCS(=O)(=O)N1CCC(C(=O)NCCCN(C)Cc2ccccc2)CC1	1.1	-5	1.1	98	-1	-0.1	1	-3.1	-2	11
C(=C\c1nc(N2CCCCCC2)c2ccccc2n1)/c1ccccc1	0.9	12	1.1	108	-2	-0.3	2	0.9	-4	-45
CC(C)(CO)N=C1NS(=O)(=O)c2cc([N+](=O)[O-])ccc21	1	-1	0.82	103	1	-0.4	-1	-0.2	1	-4
COc1ccc(CN2CN=C(Nc3nc4ccccc4s3)NC2)cc1	1.1	-6	1.1	96	-2	-0.1	2	0.1	-5	12
Cc1ccc(C2(C)NC(=O)N(CCOc3ccccc3)C2=O)cc1 (stereo unspecified)	1.1	-8	0.95	103	-6	0.2	6	1.6	-1	6
CCOC(=O)c1sc2ccc(S(=O)(=O)N3CCOCC3)cc2c1N	1.1	-8	1.1	94	5	-0.5	-5	2.2	-2	2
COc1ccc(C2=NNC(c3cccs3)=Nc3ccc(OC)cc32)cc1	1	4	1.2	111	-10	0.0	10	0.7	-6	5
COc1cccc2cc(C(=O)NNC(=O)c3ccc(Br)cc3)c(=O)oc12	1	2	1.3	92	5	-0.1	-5	-0.6	-8	-3
CSc1nnc(-c2ccccc2)n1N	1	-3	1.1	114	-3	-0.4	3	-0.6	-3	-2
COc1cc(OC)c(C2=NOC(C(=O)Nc3cc(C)nn3-c3ccccc3)C2)cc1Cl (stereo unspecified)	1	-5	1.2	103	7	-0.3	-7	1.1	-11	6
CCCCOC(=O)Nc1ccc(S(=O)(=O)Nc2ccc([N+](=O)[O-])cc2)cc1	1	-1	0.96	103	-10	-0.1	10	0.1	-5	-10
CCOC(=O)N1CCC(N2Cc3cccc(C(=O)N4CCN(c5cccc(C)c5C)CC4)c3C2=O)CC1	1	1	0.56	106	-10	-0.3	10	0.0	1	9
CCN(C(=O)COC(=O)c1cc(-c2ccccc2)nn1-c1ccccc1)C1CCS(=O)(=O)C1 (stereo unspecified)	1.1	-5	1.2	98	5	0.1	-5	-1.5	4	0
CCc1cccc(C)c1N(C(=O)Cn1c(=O)[nH]c2ccccc21)C(C)COC (stereo unspecified)	1.1	-5	0.99	101	-2	0.0	2	-2.4	-7	3
CCOC(=O)C1CCN(CC(=O)Nc2c(C(=O)OC)[nH]c3cccc(C)c23)CC1	1	-4	0.86	97	-15	-0.5	15	0.0	3	14
Cc1ccc(C(=O)NNC(=O)CCC(=O)Nc2cc(C)on2)cc1	1	-1	1	101	-4	0.2	4	0.0	-11	2
CC1S/C(=N/N=C/c2ccco2)NC1=O (stereo unspecified)	1.1	-6	1.3	103	-5	-0.4	5	-7.0	-7	8
CSc1nc2c(cc1C#N)C(=O)CC(C)(C)C2	1	0	1.2	103	-2	-0.1	2	-0.4	-6	15
COc1ccccc1N1CCN(/N=C/c2c(C)nn(-c3ccccc3)c2C)CC1	1	1	1.4	106	5	-0.1	-5	0.8	0	-34
O=C(Cc1cccc2ccccc12)NCCC1=CCCCC1	1	-5	1.1	101	5	-0.4	-5	0.0	-6	4
COc1cccc(C(C(=O)NC2CCCCC2)N(C(=O)c2cccs2)c2ccc3c(c2)OCO3)c1 (stereo unspecified)	1	-1	0.45	102	16	-0.5	-16	5.1	-3	5
COCCn1c(=NC(=O)C(C)(C)C)sc2cc([N+](=O)[O-])ccc21	1	-2	1.1	95	20	-0.2	-20	-0.2	1	4
